Screening data (PubChem)
TDP1 cell noCPT: qHTS for Inhibitors of human tyrosyl-DNA phosphodiesterase 1 (TDP1): qHTS in cells in absence of CPT | 420,000 tested, 15% active | Potency, µM (series often up to 46.2 µM), for inactives: at the top dose activity change, negative = growth inhibition, actives largely listed as inhibitors | DT40 Tdp1-/- hTDP1 cells, no CPT, ATP luminescence, 48 h; note: nearly all actives have a fitted effect of over 55% in size
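Chicken DT40 Tdp1-/- cells stably complemented with human TDP1 were seeded at 400 cells/well with DMSO in place of 20 nM camptothecin. After compound pinning, cells grew at least 48 hr at 37 °C; viability read by CellTiter-Glo luminescence.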
KAT2A inh: qHTS Assay for Inhibitors of GCN5L2 | GCN5L2 HAT assay, ThioGlo1 CoA-SH fluorescence | Potency, µM (doses to about 58.9 µM), for the others: top-dose activity change, negative = inhibition, hits mostly inhibitors | 390,000 tested, 0.21% active
Target sequence (Q92830 whole entry, looked up): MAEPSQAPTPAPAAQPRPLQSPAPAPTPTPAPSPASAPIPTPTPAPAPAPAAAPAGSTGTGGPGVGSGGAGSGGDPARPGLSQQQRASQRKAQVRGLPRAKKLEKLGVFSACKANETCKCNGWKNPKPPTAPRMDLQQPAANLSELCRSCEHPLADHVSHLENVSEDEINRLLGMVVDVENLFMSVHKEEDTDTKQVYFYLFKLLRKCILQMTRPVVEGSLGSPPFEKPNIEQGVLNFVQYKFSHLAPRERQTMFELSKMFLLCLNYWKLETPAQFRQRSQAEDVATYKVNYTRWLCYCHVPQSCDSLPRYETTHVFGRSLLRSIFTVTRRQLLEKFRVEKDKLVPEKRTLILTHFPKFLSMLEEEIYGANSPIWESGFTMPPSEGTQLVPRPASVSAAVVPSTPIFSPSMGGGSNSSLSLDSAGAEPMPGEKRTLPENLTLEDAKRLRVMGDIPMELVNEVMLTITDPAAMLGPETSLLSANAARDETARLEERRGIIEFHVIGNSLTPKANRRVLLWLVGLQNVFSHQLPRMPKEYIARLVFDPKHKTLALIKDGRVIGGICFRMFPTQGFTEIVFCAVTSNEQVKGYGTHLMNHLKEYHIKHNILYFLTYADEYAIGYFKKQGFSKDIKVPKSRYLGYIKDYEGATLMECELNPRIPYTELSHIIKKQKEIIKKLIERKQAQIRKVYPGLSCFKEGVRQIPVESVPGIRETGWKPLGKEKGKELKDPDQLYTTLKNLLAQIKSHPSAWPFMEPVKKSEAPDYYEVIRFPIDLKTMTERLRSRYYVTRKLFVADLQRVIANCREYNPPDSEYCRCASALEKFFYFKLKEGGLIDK
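Titration-based screen in which CoA formation is detected via maleimide probe ThioGlo1 (50uM) turning fluorescent on thiol reaction; substrates H3(1-25) 75uM and acetyl-CoA 70uM, GCN5L2 20nM, 20 min incubation at room temperature.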
DT40 TDP1 CPT: qHTS for Inhibitors of human tyrosyl-DNA phosphodiesterase 1 (TDP1): qHTS in cells in presence of CPT; Potency, µM (doses to about 46.2 µM), without a hit: top-dose activity change, negative = growth inhibition, hits mostly inhibitors; 420,000 tested, 12% active; chicken DT40 Tdp1-/-;hTDP1 cells + 20 nM CPT, ATP luminescence, 48 h; note: nearly all actives have a fitted effect of over 55% in size
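Chicken DT40 Tdp1-/- cells stably complemented with human TDP1 were seeded at 400 cells/well in medium containing 20 nM camptothecin, exposed to pin-transferred compounds, and grown at 37 °C for at least 48 hr. Viability was read as ATP luminescence.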
An asterisk follows results filed as active; ? = inconclusive; . = no result given; & = joins results of further samples; [ ] = remark or other dose. Calls come from the whole dose curve; as a rule, active = well fitted curve in the direction sought with a large enough effect; inconclusive = small, poorly fitted or top-dose-only effect, or another doubt; inactive = no such curve, though single readings can be large; an effect the other way counts as inactive or inconclusive. % is set by controls: 0 for no effect and ±100 for the full control effect; potency is the fitted concentration of half-maximal effect.

SMILES	TDP1 cell noCPT	KAT2A inh	DT40 TDP1 CPT
CC(=O)c1cc(-c2ccc(F)cc2)n(CCC(=O)NC2CCCCC2)c1C	?	-6%	?
CC(C)(C)OC(=O)N/N=C/c1ccc(C(=O)O)cc1	-2%	-5%	5%
COc1ccc(C2/C(=C(/O)c3ccccc3)C(=O)C(=O)N2CO)cc1 (stereo unspecified)	6%	-1%	-17%
CCOc1ccc(S(=O)(=O)N2CCC(C(=O)OC(C)C(=O)N3CCOCC3)CC2)cc1 (stereo unspecified)	-22%	1%	-3%
COc1ccccc1-c1nc(NCCN2CCOCC2)c2ccccc2n1	-28%	-3%	-28%
CC(Cc1cccnc1)NC(=O)c1cc(COc2c(F)cccc2F)on1 (stereo unspecified)	?	-1%	?
CC1CN(S(=O)(=O)c2cccc(C(=O)N3CCC(C(N)=O)CC3)c2)CC(C)O1 (stereo unspecified)	-5%	-5%	-22%
O=C(NC1CCCCC1)c1cccc(Cn2cc(Cl)cn2)c1	?	-11%	?
CC(=O)Nc1ccc(Oc2ccc3c(c2)C(=O)NC3=O)cc1	6%	-3%	26%
COC(=O)CC(c1ccccc1F)N1Cc2ccccc2C1=O (stereo unspecified)	-10%	19%	19%
CCN(C(=O)CSc1n[nH]c(-c2cccs2)n1)C1CCS(=O)(=O)C1 (stereo unspecified)	3%	?	-16%
CCOC(=O)Cc1csc(NC(=O)C2C3C=CC(C3)C2C(=O)O)n1 (stereo unspecified)	2%	2%	-6%
O=S(=O)(c1ccsc1)N1CC=C(c2ccccc2)CC1	?	-8%	?
CCn1c(C)nc2cc(C(=O)NNC(=S)Nc3ccc(C)cc3)ccc21	5%	5%	20%
CCOc1ccc(-c2nc(CSCC(=O)NCc3ccco3)c(C)o2)cc1	?	-14%	?
O=C(c1ccc2c(=O)n(CC3CCCO3)c(=S)[nH]c2c1)N1CCN(C(=O)c2ccco2)CC1 (stereo unspecified)	?	.	?
CCC(C)NC(=O)CSc1nc2ccccc2c(=O)n1Cc1ccc(OC)cc1 (stereo unspecified)	?	?	-22%
Cc1ccc(C2CC(C(F)(F)F)n3nc(C(=O)NCCN4CCOCC4)cc3N2)cc1 (stereo unspecified)	0%	-11%	1%
CCCCC(=O)Nc1ccccc1C(=O)OCc1cc(=O)n2nc(C3CCCCC3)sc2n1	-29%	-2%	?
Cc1ccc(NC(=O)c2ccc(OC(=O)COc3ccc(Cl)cc3C)cc2)cc1	11%	-3%	3%
COc1ccc2[nH]cc(CCNC(=O)/C=C/[C@H]3O[C@@H](n4cnc5c(NC(=O)c6ccccc6)ncnc54)[C@H](O)[C@@H]3O)c2c1	11%	.	1%
C/C(=N\NC(=O)c1cccc(C)c1)c1cccc(NC(=O)c2ccco2)c1	-22%	?	-24%
O=C(c1ccc(F)cc1)N1C2CCC1CC(O)(c1ccc(F)cc1)C2 (stereo unspecified)	-12%	19%	-5%
COc1ccccc1C(=O)NCCC(=O)NNC(=O)c1ccccc1O	?	-20%	?
CC1CC(C)CN(CCOCCSc2ccc(Cl)cc2)C1 (stereo unspecified)	16µM*	0%	21µM*

Continued; it opens with the 2 that closed the last part.
SMILES	TDP1 cell noCPT	KAT2A inh	DT40 TDP1 CPT
COc1ccccc1C(=O)NCCC(=O)NNC(=O)c1ccccc1O	?	-20%	?
CC1CC(C)CN(CCOCCSc2ccc(Cl)cc2)C1 (stereo unspecified)	16µM*	0%	21µM*
Cc1cnnn1-c1cccc([N+](=O)[O-])c1	-2%	-11%	-3%
CCOc1ccc(-n2nc3c(=O)[nH]nc(C)c3c2C)cc1	?	-3%	-2%
Cc1ccc(CSc2ncccc2C(=O)O)cc1	6%&4%	0%&0%	2%&-16%
CN(C)c1ccc(CC(=O)N2CCCCC2c2cc(C(=O)Nc3cccc4c3CCCC4)no2)cc1 (stereo unspecified)	?	.	26µM*
O=C(CSCCc1ccccn1)Nc1cccnc1	-6%	-8%	0%
COC(=O)CCc1sc(Nc2ccc(Br)cc2)nc1-c1ccc(OC)cc1	13µM*	-17%	23µM*
CCOc1ccccc1CN1CCC(n2nccc2NC(=O)C2CCCC2)CC1	-1%	-1%	-1%
CC(=O)Oc1ccc(-c2cccc(C(=O)NCCCO)c2)cc1	-19%	-4%	-2%
Cc1nn(-c2ccc(F)cc2)c(Cl)c1C(=O)NCC1CCCO1 (stereo unspecified)	9%	2%	5%
O=[N+]([O-])c1cccc(N(CC(O)CN2CCCCC2)S(=O)(=O)c2ccccc2)c1 (stereo unspecified)	-7%	-1%	0%
CCN1C(=O)/C(=C2\SC(=S)N(NC(=O)c3ccccc3O)C2=O)c2ccccc21	?	-29%	-22%
CCc1c(C)sc2nc3c(C(=O)N4CCOCC4)cc(C(=O)c4ccccc4O)cn3c(=O)c12	15µM*	-15%	23µM*
COc1ccc(CCNC(=O)CNCC(c2ccccc2)N(C)C)cc1OC (stereo unspecified)	-11%	-3%	5%
CC1(C)Oc2ccc(C(=O)NC3CCCC3)cc2N(CC(=O)N2CCOCC2)C1=O	1%	-3%	1%
Cn1c(=O)c(-c2cccc(F)c2)nc2cncnc21	-2%	-16%	-4%
CCOCCc1nnc(NC(=O)C(=O)c2cc(C)n(-c3ccc(C)cc3C)c2C)s1	?	-5%	?
COc1ccc(CC(NC(C)=O)C(=O)NC2CCN(S(=O)(=O)c3ccccc3)CC2)c(OC)c1 (stereo unspecified)	-25%	-7%	12%
CCC1CCCCN1C(=O)CSc1nnc(-c2c[nH]c3ccccc23)o1 (stereo unspecified)	?	-9%	21µM*
C=CCn1c(C)cc(C(=O)Cn2nc(C(=O)O)c3ccccc3c2=O)c1C	?	-5%	?
CCCn1cc(NC(=O)c2cc(-c3ccccc3)on2)cn1	23µM*	-9%	?
COCCCNC(=O)CCCn1c(SCC(=O)c2ccc(F)cc2)nc2c(sc3ccccc32)c1=O	-2%	-5%	5%
CCCCC(=O)Nc1nc2ccc(C(=O)OC)cc2s1	?	-5%	?
COc1ccc(C(=O)Nc2c3c(nn2C(C)(C)C)CS(=O)(=O)C3)cc1OC	0%	-3%	15%
CCC(C)c1ccccc1NC(=O)COC(=O)c1ccc(N2CCCC2)c([N+](=O)[O-])c1 (stereo unspecified)	?	-6%	21µM*
COc1ccccc1N(CC(=O)NC1CCCC1)S(=O)(=O)c1ccc(C)cc1	-22%	-17%	-21%

Quoted at random: 5 entries already listed.
SMILES	TDP1 cell noCPT	KAT2A inh	DT40 TDP1 CPT
O=C(CSCCc1ccccn1)Nc1cccnc1	-6%	-8%	0%
CC1(C)Oc2ccc(C(=O)NC3CCCC3)cc2N(CC(=O)N2CCOCC2)C1=O	1%	-3%	1%
COc1ccc(CCNC(=O)CNCC(c2ccccc2)N(C)C)cc1OC (stereo unspecified)	-11%	-3%	5%
CCN1C(=O)/C(=C2\SC(=S)N(NC(=O)c3ccccc3O)C2=O)c2ccccc21	?	-29%	-22%
CCCCC(=O)Nc1nc2ccc(C(=O)OC)cc2s1	?	-5%	?

Only DT40 TDP1 CPT and TDP1 cell noCPT (3 entries from above):
structure | DT40 TDP1 CPT | TDP1 cell noCPT
Cn1c(=O)c(-c2cccc(F)c2)nc2cncnc21 | -4% | -2%
CCOc1ccccc1CN1CCC(n2nccc2NC(=O)C2CCCC2)CC1 | -1% | -1%
Cc1cnnn1-c1cccc([N+](=O)[O-])c1 | -3% | -2%

Five entries already listed, sorted by heavy-atom count, falling.
SMILES	TDP1 cell noCPT	KAT2A inh	DT40 TDP1 CPT
COCCCNC(=O)CCCn1c(SCC(=O)c2ccc(F)cc2)nc2c(sc3ccccc32)c1=O	-2%	-5%	5%
CCc1c(C)sc2nc3c(C(=O)N4CCOCC4)cc(C(=O)c4ccccc4O)cn3c(=O)c12	15µM*	-15%	23µM*
CC1(C)Oc2ccc(C(=O)NC3CCCC3)cc2N(CC(=O)N2CCOCC2)C1=O	1%	-3%	1%
CCC1CCCCN1C(=O)CSc1nnc(-c2c[nH]c3ccccc23)o1 (stereo unspecified)	?	-9%	21µM*
CCCCC(=O)Nc1nc2ccc(C(=O)OC)cc2s1	?	-5%	?

Additional compounds.
SMILES	TDP1 cell noCPT	KAT2A inh	DT40 TDP1 CPT
Cc1nn2cc(-c3ccc(Cl)cc3)cnc2c1Cl	-24%	-2%	?
CCOC(=O)C1=C(SCC(=O)Nc2ccccc2)NC(=O)C(C#N)C12CCCCC2 (stereo unspecified)	?	-7%	?
Cc1ccc(C(O)(CNCc2ccccc2)c2ccccc2)cc1 (stereo unspecified)	?	-1%	?
C/C(=N\NC(=O)c1ccc2c(c1)OCO2)c1ccc(O)cc1	15%	-4%	-4%
CCOc1cc(C)c(Cl)cc1S(=O)(=O)NCc1ccco1	-8%	-8%	5%
COCc1cc(C)nc(OCC(=O)N/N=C/c2ccco2)c1C#N	-19%	-3%	-15%
O=S(=O)(c1cc(Cl)ccc1Cl)N1CCNCC1	-14%	-4%[0.501 µM]	-23%
Cc1ccc(C(=O)N/C(=C\c2ccco2)C(=O)N2CC(C)OC(C)C2)cc1C (stereo unspecified)	1%	-4%	-14%
O=C(OCC(=O)N1CCN(C(=O)c2ccco2)CC1)c1ccc(S(=O)(=O)N2CCCCC2)cc1	18%	-4%	3%
COc1ccccc1-c1nn2c(-c3cc(C)[nH]n3)nnc2s1	7.9µM*	.	8.9µM*
COCCNC(=S)N1CCN(c2nc(-c3cccc(OC)c3)cs2)CC1	?	-3%	?
CC(C)CN(C(=O)CSc1nnc2ccccn12)c1c(N)n(CC(C)C)c(=O)[nH]c1=O	-23%	-7%	2%
COc1ccc(NC(=O)C2CCCN(S(=O)(=O)c3cccc4cccnc34)C2)c(OC)c1 (stereo unspecified)	?	-4%	?
CN1CCN(C(=O)CN(CCc2ccccc2)S(C)(=O)=O)CC1	4%	1%	1%
O=C(Nc1ccc(Cl)c(Cl)c1)N(Cc1cccnc1)Cc1ccco1	?	-4%	-14%
NC(=O)c1nsc(C(=O)N(Cc2ccc(F)cc2)C(C(=O)NCC2CCCO2)c2ccc(O)cc2)c1N (stereo unspecified)	-14%	-8%	-30%
COc1ccc(Cn2c3ccc(OC)cc3c3nc4ccccc4nc32)cc1	?	5%	-14%
COc1ccc(CN2C(=O)CCC2(C)c2nnnn2-c2c(C)cccc2C)cc1 (stereo unspecified)	?	.	?
Cc1ccc(NC(=O)CNC2CCCCC2)cc1Cl	?	-1%	?
CCN(C(=O)COC(=O)c1cc(-c2ccccc2)nc2ccc(Br)cc12)C1CCS(=O)(=O)C1 (stereo unspecified)	-16%	-2%	4%
COc1ccc(C(c2nnnn2Cc2ccc(F)cc2)N2CCN(c3ccc(OC)cc3)CC2)cc1 (stereo unspecified)	15µM*	-12%	23µM*
O=C(COC(=O)c1ccc(O)cc1)Nc1ccc(N2CCCCC2)cc1	21µM*	-5%	?
NS(=O)(=O)c1ccc(CCNC(=O)C2COc3ccccc3O2)cc1 (stereo unspecified)	4%	-18%	-12%
CCOc1ccc(N/C=C\C(=O)c2ccc3c(c2)OCO3)cc1	?	.	-11%
Cc1cccc(NC(=O)Nc2c(C)n(C)n(-c3ccccc3)c2=O)c1C	9%	2%	-8%
The results go on.
SMILES	TDP1 cell noCPT	KAT2A inh	DT40 TDP1 CPT
Cc1ccc(CN2CCC(CNC(=O)c3cnn(-c4ccc(C)cc4)c3C3CCN(C(=O)OC(C)(C)C)CC3)CC2)cc1	?	-7%	?
COc1ccc(NC(=O)c2cccnc2Sc2ccccc2)c(OC)c1	-27%	0%	0%
CCCCCCCCCCOC(=O)Cn1c(COc2cccc(C)c2)[n+](C)c2ccccc21	4.6µM*	-25%	7.3µM*
Cc1ccc(NC(=O)COC(=O)c2sccc2C)cc1S(=O)(=O)N1CCOCC1	?	5%	?
Cc1ccc(NC(=S)NCC2CCN(C(C)c3ccccc3)C2)cc1 (stereo unspecified)	16µM*	-8%	21µM*
O=C(Nc1ccccc1Cl)c1cc(S(=O)(=O)N2CCC3(CC2)OCCO3)ccc1F	?	-1%	?
O=C(Nc1ccc2nc(SCC(=O)N3CCc4ccccc43)sc2c1)c1ccccc1	2.3µM*	-9%	5.8µM*
COc1ccc2cc(CCNC(=O)C3CC3)c(=O)[nH]c2c1	-25%	0%	-15%
CCCn1c(SCC(=O)Nc2nc3ccccc3s2)nc2c1c(=O)n(C)c(=O)n2C	23µM*	0%	23µM*
Cc1ccc(NC(=O)C(C)Sc2nnc(C)n2C2CC2)cc1S(=O)(=O)N1CCOCC1 (stereo unspecified)	-24%	0%	-22%
C/C(CC(=O)Nc1ccc(N(C)C)cc1)=N\NC(=O)c1ccc(C(C)(C)C)cc1	-27%	-7%	-22%
CCCCC(=O)Nc1cc(OCC)c(NC(=S)NC)cc1OCC	1%	-3%	19%
CC1(C)COCN1C(=O)c1ccc(C#N)cc1	9%	-11%	-20%
CCCCc1nnc(SC(C)C(=O)Nc2nccs2)n1C (stereo unspecified)	3%	0%	15%
Cc1ccc(C(=O)NCCN2CCOCC2)c(Cl)c1	0%	2%	2%
